# Screening data deposited in PubChem by several laboratories.
# KCNQ2 inh – KCNQ2 channel blockers in CHO-K1 cells – cell-based, FluxOR thallium flux, B-score, primary screen (AID 2156); 20 min; active compounds read low; B-score at 10 µM; actives 1.1% (n = 310,000);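 active means fluorescence ratio B-score at most minus 3 library SDs, with starting brightness B-score within 2 library SDs, cut at about -5.5 in these data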
# Kir21 inh – blocks the mouse Kir2.1 inward-rectifier potassium channel | HEK293-Kir2.1, FluxOR thallium flux fluorescence; active compounds read low | B-score at 10 µM | actives 0.85% (n = 310,000) | AID 1672;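 active means fluorescence ratio B-score at or below minus 3 SD of library scores, with starting-brightness B-score within 2 SD, cut at about -4.2 in these data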;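 further: channel flux triggered by added potassium and thallium sulfate stimulus; B-score of peak minus minimum fluorescence over baseline after thallium stimulus; more negative B-score means stronger Kir2.1 block with less thallium influx; some compounds called inactive have numbers as strong as hits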
# Target sequence (P35561 whole entry, looked up): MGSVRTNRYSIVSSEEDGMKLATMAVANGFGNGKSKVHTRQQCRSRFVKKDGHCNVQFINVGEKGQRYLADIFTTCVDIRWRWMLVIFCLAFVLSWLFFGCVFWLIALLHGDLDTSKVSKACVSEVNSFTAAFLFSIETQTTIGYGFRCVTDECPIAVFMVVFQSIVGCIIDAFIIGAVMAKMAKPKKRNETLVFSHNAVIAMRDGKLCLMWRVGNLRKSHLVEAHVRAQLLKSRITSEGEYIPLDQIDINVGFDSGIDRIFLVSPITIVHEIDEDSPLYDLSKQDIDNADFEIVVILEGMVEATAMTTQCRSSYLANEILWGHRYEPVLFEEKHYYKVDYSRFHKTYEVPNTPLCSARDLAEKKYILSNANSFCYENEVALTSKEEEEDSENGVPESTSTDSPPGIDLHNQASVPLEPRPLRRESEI
# STK33 kinase inh – human STK33 kinase inhibition; purified STK33, MBP phosphorylation, ADP-Glo luminescence; inhibition, % at 10 µM; actives 0.073% (n = 320,000);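 active means inhibition at or above 25%, using the most active replicate where run in duplicate; inactive means inhibition below 25%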
# Target sequence (Q9BYT3 whole entry, looked up): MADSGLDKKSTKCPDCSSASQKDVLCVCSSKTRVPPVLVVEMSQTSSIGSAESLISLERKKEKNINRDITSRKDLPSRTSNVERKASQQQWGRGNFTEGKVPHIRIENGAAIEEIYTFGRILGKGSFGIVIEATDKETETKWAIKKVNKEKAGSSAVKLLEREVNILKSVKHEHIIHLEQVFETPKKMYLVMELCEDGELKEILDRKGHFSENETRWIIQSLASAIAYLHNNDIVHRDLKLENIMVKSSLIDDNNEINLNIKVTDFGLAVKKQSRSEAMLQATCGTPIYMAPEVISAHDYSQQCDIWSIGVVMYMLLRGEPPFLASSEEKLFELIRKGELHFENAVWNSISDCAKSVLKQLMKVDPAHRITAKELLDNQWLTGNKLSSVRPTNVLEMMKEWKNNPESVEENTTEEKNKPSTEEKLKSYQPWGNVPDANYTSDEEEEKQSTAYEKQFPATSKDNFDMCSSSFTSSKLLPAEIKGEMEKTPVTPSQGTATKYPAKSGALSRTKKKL
# * hit, by the source's call; i = inactive; . = no result given. Rows are unselected; about 1.9% have a hit in one of these screens.
SMILES,KCNQ2 inh,Kir21 inh,STK33 kinase inh
O=C(Cn1nc(-c2ccco2)ccc1=O)Nc1ccc(Cl)c(Cl)c1,i,1.1,-1.0
COc1ccc(NC(=O)COC(=O)C2CCN(S(=O)(=O)c3cccs3)CC2)cc1,i,0.02,-1.1
COc1ccc(CNCCC(c2ccc(OC(C)C)cc2)c2ccccc2OC)cc1OC (stereo not given),i,-3.3,-2.0
Cc1ccc(S(=O)(=O)/C(C#N)=C/c2c(N3CCN(Cc4ccccc4)CC3)nc3ccccn3c2=O)cc1,i,-2.5,-2.1
CCOC(=O)c1c(NC(=O)COC(=O)CCOc2ccc(C)cc2)sc(C(=O)N(C)C)c1C,i,0.13,-1.3
O=C(CSc1ccc(-c2ccc(Br)cc2)nn1)NC1CCCC1,i,0.99,0.6
CCN1CCN(Cc2ccc(NC(=O)Nc3ccccc3Cl)cc2)CC1,i,-0.71,0.1
c1ccc(N=Nc2ccc3cccccc2-3)cc1,i,-0.75,1.4
COc1cc(NC(=O)C(C)C)ccc1NC(=O)c1ccco1,i,0.59,-0.2
COc1ccccc1N1C(=O)CC(Sc2nc(C)cc(C)n2)C1=O (stereo not given),i,-0.48,2.1
O=C(Cc1cccs1)N1CCCC(c2nc3c(nnn3Cc3ccc(F)cc3)c(=O)[nH]2)C1 (stereo not given),i,0.63,-1.4
CC1CCCCC1NC(=O)CCNS(=O)(=O)c1ccc(Cl)cc1 (stereo not given),i,0.71,1.4
COc1ccc(OC)c(C(c2nnnn2C2CCCC2)N2CCN(c3ccccc3)CC2)c1 (stereo not given),i,0.09,-1.1
CCN1C(=O)CC(N2CCN(C(c3ccccc3)c3ccccc3)CC2)C1=O (stereo not given),i,0.42,-0.5
O=C(O)CCC(=O)N1CCN(c2cccc(Cl)c2)CC1,i,0.81,-0.1
CCCS(=O)(=O)c1c(S(=O)(=O)CCC)c2cnccn2c1C(=O)c1ccc(CC)cc1,i,-0.06,0.3
Cc1cc(-c2c(C(=O)N3CCOCC3)c(C)nn2-c2ccccc2)no1,i,-0.28,0.0
COc1cc(C2c3[nH]c4ccccc4c3C[C@H]3C(=O)N(CCO)CC(=O)N23)cc(OC)c1OC (stereo not given in full),i,-0.45,-1.5
Cc1cccc(-n2ncc3c(N4CCc5ccccc54)ncnc32)c1,i,0.26,-1.5
CC(/C=N/NC(=O)CSc1nc(C)cc(C)n1)=C\c1ccccc1,i,3.2,-0.1
CCN(CC)CCN(C(=O)c1ccc2c(c1)CCCC2)c1nc2ccc(OC)cc2s1,i,-0.66,0.1
COC(=O)c1cnc(N2CCOCC2)nc1C(F)(F)F,i,-0.15,-2.1
CC(=O)N=c1sccn1CC(O)c1ccccc1 (stereo not given),i,2.2,-0.3
Cc1ccc(S(=O)(=O)N(C)c2ccc(C)c([N+](=O)[O-])c2)cc1,i,0.3,-0.5
c1ccc2c(-c3nc(-c4ccncc4)no3)cccc2c1,i,-1.2,-0.9
CC1CCN(C(=O)Cn2c(SCC(=O)Nc3nccs3)nc3ccccc32)CC1,i,0.1,0.1
CC(C)C[C@H](NC(=O)c1nc[nH]c1C(=O)N[C@@H](CC(C)C)C(=O)OC(C)(C)C)C(=O)OC(C)(C)C,i,-3.5,-0.7
COc1ccc(NC(=O)CSc2nnc(CNC(=O)COc3ccc(Cl)cc3)o2)c(OC)c1,i,0.46,0.3
O=c1ccc2cc(S(=O)(=O)Nc3ccc(F)cc3)ccc2o1,i,-0.28,-1.5
CC(=O)c1ccc(OCC(O)CN2CCN(c3ccccn3)CC2)cc1 (stereo not given),i,-0.21,-1.3
O=C(Nc1ccc(N2CCOCC2)cc1)c1cnsn1,i,1.2,.
COc1ccc(CN(C(=O)CCC(=O)Nc2cc(C)on2)C(C(=O)NC(C)(C)C)c2cccc(OC)c2OC)cc1 (stereo not given),i,1,-0.6
O=C1Cc2ccccc2Sc2c(OCCN3CCCCC3)cccc21,i,-7.7*,0.7
Cc1cc(C)c(C)c(S(=O)(=O)NCC(=O)NCc2ccco2)c1C,i,-0.55,0.1
O=C(NCC1CCCN(C(=O)c2cscn2)C1)c1ccc(-c2ccccc2)cc1 (stereo not given),i,-1.3,-1.7
NS(=O)(=O)c1ccc(CCNC(=O)CSc2nc3ccsc3c(=O)n2CCCCCC(=O)O)cc1,i,0.24,-0.6
COc1cc(OC)cc(C(=O)NNC(=O)c2ccccn2)c1,i,-1.4,-1.2
COCCNC(=S)N/N=C/c1ccc(OCc2ccc(C(=O)OC)cc2)cc1,i,2.9,-0.7
CCOc1ccccc1NC(=O)Nc1ccon1,i,0.05,0.6
COc1ccc(-c2cc3c(=O)n(CC(=O)NCc4ccccc4F)ncn3n2)cc1,i,2.3,-1.3
CC(C)C(NS(=O)(=O)/C=C/c1ccccc1)C(=O)NCc1ccc(F)cc1 (stereo not given),i,0.68,0.5
COC(=O)c1ccc(CSc2nc3ccccc3c(=O)n2-c2cccc(OC)c2)o1,i,0.05,-1.3
CCCCOC(=O)Cn1c(=O)c2c(nc(Br)n2Cc2ccccc2)n(C)c1=O,-7.5*,0.2,-0.1
CC(C(=O)O)n1c2ccccc2c2cn[nH]c(=O)c21 (stereo not given),i,0.06,0.8
N#CC1=C(N)Oc2c(sc3ccccc23)C1c1ccco1 (stereo not given),i,-2.7,1.4
Cc1nnsc1C(=O)NNc1ccc(Cl)cc1,i,-1.6,-0.3
CC1CSc2n(-c3cccc(C(F)(F)F)c3)cc(-c3ccccc3)[n+]21 (stereo not given),i,1.1,0.0
COc1ccccc1N1Cc2ccccc2C1,i,0.45,-0.2
Cc1ccc2[nH]c(=O)c(CN(Cc3cccnc3)Cc3nnnn3CCN3CCOCC3)cc2c1,i,-1.3,-0.1
Cc1ccc(-c2ccc(=O)n(CC(=O)N3CCN(c4cc(Cl)ccc4C)CC3)n2)cc1,i,-2.3,-2.5
Cc1ccc(CSc2[nH]c(=O)ncc2C)cc1,i,0.55,-1.7
Cc1c(Nc2cc(=O)oc3ccccc23)c(=O)n(-c2ccccc2)n1C,i,1.6,-0.8
O=c1[nH]c(SCc2nc3ccccc3n2Cc2ccccc2)nc2ccccc12,i,-0.07,-0.2
C=CCn1c(SC(C)C(=O)Nc2ccc(Cl)cn2)nnc1C1CC1 (stereo not given),i,-2.1,-0.2
CN(CCC#N)C(=O)c1cc2c(s1)-c1ccccc1SC2,i,0.34,-1.4
CCOC(=O)CN(c1ccccn1)S(=O)(=O)c1ccccc1,i,-0.93,-1.3
Cc1c(-c2ccc(Cl)cc2)[n+](=O)c2c(n1[O-])CCCC2,i,-1.5,-2.8
COc1ccc2[nH]c(C(=O)N/N=C/c3ccccc3OC)cc2c1,i,0.54,0.1
CCn1cc(C(=O)NCCCN2CCCC(C)C2)c(=O)c2cc(S(=O)(=O)N3CCc4ccccc4C3)ccc21 (stereo not given),i,-0.7,-2.1
CCOc1ccc(N2C(=O)CC(N3CCN(C(=O)CN4CCCC4)CC3)C2=O)cc1 (stereo not given),i,-1.9,-1.1

# The listing continues:
SMILES,KCNQ2 inh,Kir21 inh,STK33 kinase inh
C=C1CCN(C(C(=O)OC)C(C)C)S(=O)(=O)c2ccc(F)cc21 (stereo not given),i,-0.02,-1.1
CCCCn1c(N)c(N(CC)C(=O)CSCc2ccc(C)cc2)c(=O)[nH]c1=O,i,1.5,-2.0
Cc1ccc(CNC(=O)c2cc(Cl)cc(Cl)c2)n1C,i,2.9,-0.3
CCOc1ccc(N=Cc2c(O)n(-c3cccc(C)n3)c(=O)c3ccccc23)cc1,i,0.88,-0.2
COc1ccc(S(=O)(=O)Nc2ccc(Cc3ccncc3)cc2)cc1OC,i,-2.2,0.5
CN1C(c2ccc(F)cc2)=CS/C1=C(\C#N)c1nnc2n1-c1ccccc1SC2,i,1.3,-0.5
CN(CCOc1ccc(Br)cc1)CC(=O)Nc1cccc(S(=O)(=O)NC2=NCCC2)c1,i,-0.56,-0.1
CCC1(c2ccccc2)NC(=O)N(CC(=O)N(C)CC(=O)Nc2cccc(F)c2)C1=O (stereo not given),i,1.6,-0.4
CCOC(=O)C1(CC2CCCCO2)CCN(S(=O)(=O)c2ccc(C)s2)CC1 (stereo not given),i,0.34,-0.3
CCCC(=O)N1CCCC(c2nc(-c3cccs3)no2)C1 (stereo not given),i,1.4,0.0
O=C(c1ccccc1)N1N=C(c2ccco2)CC1c1cccs1 (stereo not given),i,-0.43,-0.6
Cc1c(NC(=O)c2nn3c(c2Br)NC(c2ccccc2)CC3C(F)(F)F)c(=O)n(-c2ccccc2)n1C (stereo not given),i,-0.87,0.0
O=C(Nc1nc(-c2ccncc2)cs1)C1COc2ccccc2O1 (stereo not given),i,-1.2,2.2
CC1CCN(CCCNC(=O)c2coc3nc4ccccc4nc23)CC1,i,-0.37,1.4
O=C(O)CCn1c(=O)[nH]c(=O)n(CCC(=O)O)c1=O,i,0.51,-1.0
O=C(COC(=O)c1cc[n+]([O-])cc1)Nc1ccc2c(c1)OCCO2,i,0.11,-0.7
COc1ccc(C(=O)/C=C/c2ccc3c(c2)OCCO3)cc1,i,-0.22,0.8
COc1ccc(-c2csc(N(CCCN(C)C)C(=O)c3ccccc3F)n2)cc1,i,-1.2,-0.2
CC(=O)c1cccc(CN2CCC(C(=O)Nc3ccc(Oc4cccnc4)cc3)CC2)c1,i,-1.4,-0.8
COc1cccc(NC(=O)C2CCCN2C(=O)Nc2cccc(F)c2)c1 (stereo not given),i,-0.61,-2.7

# Given with two lines to a compound: entries from further up
# Each structure is followed by: KCNQ2 inh	Kir21 inh	STK33 kinase inh
- COc1ccc(S(=O)(=O)Nc2ccc(Cc3ccncc3)cc2)cc1OC
→ i	-2.2	0.5
- CN1C(c2ccc(F)cc2)=CS/C1=C(\C#N)c1nnc2n1-c1ccccc1SC2
→ i	1.3	-0.5

# Remaining list, next part
SMILES,KCNQ2 inh,Kir21 inh,STK33 kinase inh
COc1cc(/C=C/C(=O)OCC(=O)NCCC2=CCCCC2)ccc1O,i,-2.5,0.6
COc1ccccc1N1CCN(c2cc(C)nc3nc(C)nn23)CC1,i,0.41,-0.4
Cc1cc(C)nc(NC(=O)c2ccc(Cl)cc2Cl)n1,i,-1.8,.
COc1ccc(C(=O)OCC(=O)Nc2ccccc2)cc1[N+](=O)[O-],i,0.1,-1.1
O=C(Cc1cccs1)Nc1nnc(SCC(=O)NC2CCCCC2)s1,i,-1,.
COc1ccc(S(=O)(=O)NCCCn2ccnc2)cc1C(C)(C)C,i,0.85,-0.9
CCCCCCn1c(SCC(=O)c2ccccc2)nc2c1c(=O)[nH]c(=O)n2C,i,0.02,-0.5
Cc1cccc(OCc2nc(-c3ccccn3)n[nH]2)c1,i,1.5,-3.1
COc1ccc(S(=O)(=O)N2CCCN(CC(=O)Nc3ccccc3F)CC2)cc1,i,-1.6,-0.8
CCCn1c(C)cc(/C=C(\C#N)C(=O)OCC(=O)N(C)c2c(N)n(Cc3ccccc3)c(=O)[nH]c2=O)c1C,i,2.8,-0.6
Cc1cc2ncc(C(=O)Nc3ccccc3)c(C)n2n1,i,0.82,-0.4
Cc1nn2c(NCc3ccccn3)cc(C(C)C)nc2c1-c1ccccc1,i,0.63,0.2
Cc1nc2ccccc2cc1C(=O)O,i,-0.02,-0.4
COCCn1c(Cc2ccccc2)nnc1SCC(=O)N(C)C,i,-1.5,-0.6
CC1CCC(C(C)C)C(OC(=O)C2=C3c4ccccc4S(=O)(=O)N3CC2)C1 (stereo not given),-6.1*,0.72,-1.2
O=C(Nc1nc(-c2ccc(Br)cc2)cs1)c1cccnc1,i,0.02,-1.2
COc1ccccc1OCC(=O)Nc1ccc(S(=O)(=O)N2CCCC2)cc1,i,1.4,9.5
COc1ccc(OC)c(C2=Nn3c(nnc3-c3ccncc3)SC2)c1,i,0.04,-0.5
COc1ccccc1N1CCN(/N=C/c2c(C)nn(-c3ccccc3)c2C)CC1,i,-0.66,-0.5
O=C(CCn1cnc2ccccc2c1=O)Nc1ccc(S(=O)(=O)N2CCCCC2)cc1,i,0.48,-0.5

# Filtered by structure: the entries above containing a cyano group
SMILES,KCNQ2 inh,Kir21 inh,STK33 kinase inh
Cc1ccc(S(=O)(=O)/C(C#N)=C/c2c(N3CCN(Cc4ccccc4)CC3)nc3ccccn3c2=O)cc1,i,-2.5,-2.1
N#CC1=C(N)Oc2c(sc3ccccc23)C1c1ccco1 (stereo not given),i,-2.7,1.4
CN(CCC#N)C(=O)c1cc2c(s1)-c1ccccc1SC2,i,0.34,-1.4
CN1C(c2ccc(F)cc2)=CS/C1=C(\C#N)c1nnc2n1-c1ccccc1SC2,i,1.3,-0.5
CCCn1c(C)cc(/C=C(\C#N)C(=O)OCC(=O)N(C)c2c(N)n(Cc3ccccc3)c(=O)[nH]c2=O)c1C,i,2.8,-0.6

# Remaining list, next part:
SMILES,KCNQ2 inh,Kir21 inh,STK33 kinase inh
COc1ccc(C(=S)N2CCC(C(N)=O)CC2)cc1Br,i,0.74,1.0
O=c1[nH]c(CSc2ncn[nH]2)nc2ccccc12,i,-1.1,1.1
CC(=C/c1ccccc1)/C=N/NC(=O)c1cc(C)oc1C,i,-0.01,-2.4
Cn1c(-c2ccc(Cl)nc2)nc2cc(Cl)ccc21,i,0.66,-1.3

# Some of the entries so far, as tab-separated lines.
SMILES	KCNQ2 inh	Kir21 inh	STK33 kinase inh
COc1ccc(C(=S)N2CCC(C(N)=O)CC2)cc1Br	i	0.74	1.0
O=c1[nH]c(CSc2ncn[nH]2)nc2ccccc12	i	-1.1	1.1
CC(=C/c1ccccc1)/C=N/NC(=O)c1cc(C)oc1C	i	-0.01	-2.4
Cn1c(-c2ccc(Cl)nc2)nc2cc(Cl)ccc21	i	0.66	-1.3
